Source: PubChem BioAssay (The Scripps Research Institute Molecular Screening Center)
M1 antag: blocks human M1 muscarinic receptor. P11229. CHO-K1 hM1, Fluo-8 calcium fluorescence, ACh EC80 antagonist. inhibition, % at 3 µM. hit rate 1.3% among 360,000;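 active = percent inhibition above its own plate's cutoff, namely the mean of that plate's compound wells plus 3 SD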;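 also: peak over basal fluorescence ratio during 140 s after agonist addition; 0% = ACh EC80 plus DMSO and 100% = DMSO alone without agonist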
Target sequence (P11229 whole entry, looked up): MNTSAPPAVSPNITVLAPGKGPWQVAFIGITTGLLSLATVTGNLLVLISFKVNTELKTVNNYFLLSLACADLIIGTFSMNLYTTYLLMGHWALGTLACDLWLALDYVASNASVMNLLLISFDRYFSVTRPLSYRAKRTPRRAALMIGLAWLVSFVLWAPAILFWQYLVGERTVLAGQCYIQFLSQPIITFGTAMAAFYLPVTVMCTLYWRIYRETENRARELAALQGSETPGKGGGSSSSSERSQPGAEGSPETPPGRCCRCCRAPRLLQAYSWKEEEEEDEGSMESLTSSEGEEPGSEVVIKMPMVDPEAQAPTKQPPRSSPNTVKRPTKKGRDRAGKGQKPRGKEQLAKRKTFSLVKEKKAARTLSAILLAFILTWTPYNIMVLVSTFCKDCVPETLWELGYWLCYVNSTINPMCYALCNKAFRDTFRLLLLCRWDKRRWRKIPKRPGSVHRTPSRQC
M1 ag parental: counter-screen for M1 agonists: effect in parental CHO-K1 cells. Fluo-8 calcium fluorescence; scaled to maximal ATP response, vehicle zero. activation, % at 3 µM. hit rate 0.48% among 360,000. AID 602248; in the data active = activation above about 15%;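 also: untransfected CHO-K1 host cells lacking M1 receptor as counterscreen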
OXTR potentiator: human OXTR potentiation; P30559; CHO-OTR cells, Fluo-8 calcium fluorescence, potentiator mode; 0% = oxytocin EC15, 100% = EC100; activation, % at 3 µM; hit rate 0.061% among 320,000; AID 2445;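 active = activation above that plate's cutoff, the mean activation of tested compounds plus 3 SD, cut at about 6.6% in these data, passing the limit was not always enough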;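 also: 100% uses oxytocin at 75 nM as the full agonist control; some results filed as inactive read as strong as hits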
Target sequence (P30559 whole entry, looked up): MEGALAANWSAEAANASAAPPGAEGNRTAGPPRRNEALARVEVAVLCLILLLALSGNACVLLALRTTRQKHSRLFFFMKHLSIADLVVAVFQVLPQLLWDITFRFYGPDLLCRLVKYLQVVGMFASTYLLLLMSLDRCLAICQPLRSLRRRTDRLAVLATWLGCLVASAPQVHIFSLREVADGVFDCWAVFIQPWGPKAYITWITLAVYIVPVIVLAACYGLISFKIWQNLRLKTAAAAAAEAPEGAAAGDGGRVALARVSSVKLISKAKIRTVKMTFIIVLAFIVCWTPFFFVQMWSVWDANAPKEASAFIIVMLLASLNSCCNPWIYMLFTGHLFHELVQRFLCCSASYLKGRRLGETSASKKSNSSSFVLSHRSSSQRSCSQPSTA
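Replication – single well per compound, singlicate · Assay system – CHO cell line stably expressing human OTR · Timing – 6 min pre-incubation, 100 s read · Measure – normalized max/min fluorescence ratio, % activation · Doses – 3.0 µM, one dose · Detection – Fluo-8 calcium dye fluorescence · Probe or stimulus – oxytocin near EC15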
CHO-K1 Ca PAM: nonselective activator or artifact in parental CHO-K1 calcium assay | hit rate 0.02% among 360,000 | activation, % at 3 µM | ATP EC20, Fluo-8 calcium fluorescence; 0% at ATP EC20, 100% at ATP max;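 active = activation above the run cutoff, the mean activation of all test compounds plus 3 SD, cut at about 40% in these data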;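 also: peak over basal fluorescence ratio in a 140 s read after ATP addition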
TAAR1 agonist: human TAAR1 agonism; Q96RJ0; activation, % at 3 µM; CHO RD-HGA16 TAAR1, Fluo-8 calcium fluorescence; vehicle wells 0%, saturating PEA agonist 100%; hit rate 0.99% among 360,000;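 active = activation above the mean activation of all test compounds in the run plus 3 SD, cut at about 38% in these data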
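Assay system: CHO-derived RD-HGA16 cells with stable Gα16 and human TAAR1; timing: 17-24 h seeding, 75 min 37 °C dye, 30 min RT; read-out: % activation from peak over basal fluorescence ratio, DMSO-to-PEA scaled; measured by: kinetic Fluo-8 calcium fluorescence; benchmarks: low control DMSO, high control PEA (EC100); doses: 3 µM single concentration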
CHO parental Ca: counter-screen for OX1R antagonists: effect in parental CHO cells. parental CHO-K1, ATP-induced calcium, Fluo-8 fluorescence. inhibition, % at 5.6 µM. hit rate 0.63% among 330,000;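 active = inhibition above that plate's mean sample inhibition plus 3 SD, cut at about 26% in these data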;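 also: 0% = ATP-challenged DMSO wells and 100% = DMSO wells without ATP; some compounds past the cut are filed as inactive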
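Test system: parental CHO cells; detection: calcium-sensitive Fluo-8 fluorescence; evaluation: percent inhibition of calcium signal; also added: ATP as calcium-mobilizing challenge; repeats: one well per compound; control set: ATP-challenged DMSO wells low, unchallenged DMSO wells high; compound: single nominal dose of 5.6 µM per compound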
TAAR1 antag: antagonists of human TAAR1 | CHO RD-HGA16 TAAR1, Fluo-8 calcium fluorescence, antagonist | inhibition, % at 3 µM | Q96RJ0 | hit rate 1.5% among 360,000 | AID 624466;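 active = inhibition above a per-plate cutoff, the mean inhibition of test compounds on that plate plus 3 SD, cut at about 49% in these data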;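 also: 0% = DMSO plus EC80 beta-PEA response and 100% = DMSO alone without agonist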
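Assay system: CHO-derived RD-HGA16 cells stably expressing human TAAR1 plus Gα16. Timing: 140 s kinetic read after compound, 140 s after agonist. Technique: kinetic Fluo-8 calcium fluorescence measurement. Measure: % inhibition of agonist calcium response.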
CHO-K1 Ca antag: nonselective inhibitor or artifact in parental CHO-K1 cells; inhibition, % at 3 µM; hit rate 0.6% among 360,000; ATP-induced calcium, Fluo-8 fluorescence;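 active = inhibition above a per-plate cutoff, the plate's mean sample inhibition plus 3 SD, cut at about 24% in these data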;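 also: 0% = DMSO plus EC80 ATP and 100% = DMSO alone without ATP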
CHRM1 agonist: agonists of human M1 muscarinic receptor. P11229. CHO-K1 hM1, Fluo-8 calcium fluorescence, agonist mode; 0% DMSO, 100% acetylcholine EC100. activation, % at 3 µM. hit rate 0.33% among 360,000. AID 588814;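 active = activation above the run's mean compound activation plus 3 SD, cut at about 16% in these data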;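 also: peak over basal fluorescence ratio within a 140 s kinetic read after compound addition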
The depositor's hits bear a star; . = not tested or not shown.

Start of the listing, in advance:
SMILES	M1 antag	M1 ag parental	OXTR potentiator	CHO-K1 Ca PAM	TAAR1 agonist	CHO parental Ca	TAAR1 antag	CHO-K1 Ca antag	CHRM1 agonist
OC1Cc2ccccc2C1Nc1cccc(C(F)(F)F)c1 (stereo not drawn)	-3	0.6	.	6	-1	.	8	6	-1
Cc1cccc(NC(=O)Cn2cc([N+](=O)[O-])cn2)n1	-4	0.8	-5	9	1	-1	-38	-14	2
O=c1cc2oc3cc(O)c(O)cc3c(-c3ccccc3O)c-2cc1O	10	11	.	2	.	.	.	-1	26*
O=C(CC1C[C@H](C(=O)N2CCCCC2)[C@@]2(CCc3ccccc3)c3[nH]c4ccccc4c3CCN2C1=O)NCCc1ccccn1 (stereo partly drawn)	-15	1.3	.	18	4	.	-33	-4	-6

Results, from the start:
SMILES	M1 antag	M1 ag parental	OXTR potentiator	CHO-K1 Ca PAM	TAAR1 agonist	CHO parental Ca	TAAR1 antag	CHO-K1 Ca antag	CHRM1 agonist
OC1Cc2ccccc2C1Nc1cccc(C(F)(F)F)c1 (stereo not drawn)	-3	0.6	.	6	-1	.	8	6	-1
Cc1cccc(NC(=O)Cn2cc([N+](=O)[O-])cn2)n1	-4	0.8	-5	9	1	-1	-38	-14	2
O=c1cc2oc3cc(O)c(O)cc3c(-c3ccccc3O)c-2cc1O	10	11	.	2	.	.	.	-1	26*
O=C(CC1C[C@H](C(=O)N2CCCCC2)[C@@]2(CCc3ccccc3)c3[nH]c4ccccc4c3CCN2C1=O)NCCc1ccccn1 (stereo partly drawn)	-15	1.3	.	18	4	.	-33	-4	-6
O=C1CC2CS(=O)(=O)CC2N1c1ccc(Oc2ccccc2)cc1 (stereo not drawn)	2	0.0	-16	-3	2	-3	-10	2	-3
CCN(C(=O)CSc1nnc(-c2ccccc2Cl)n1N)c1c(N)n(Cc2ccccc2)c(=O)[nH]c1=O	-19	0.2	.	-10	6	.	-23	-11	3
CCOC(=O)c1oc2ccccc2c1NC(=O)c1ccc(S(=O)(=O)N2CCCC2)cc1	5	0.5	-1	17	1	-7	4	-8	-5
O=c1c2ccccc2nc(-c2ccccc2)n1Cc1ccccc1	2	0.0	0	-7	0	-18	3	2	-6
CC(C)c1ccc(NC(=O)COC(=O)c2cc(=O)[nH]c3ccccc23)cc1	2	0.8	-8	10	10	-18	16	0	-1
Cc1ccc(-c2nnc(SCC(=O)N/N=C/c3ccc(C)s3)n2-c2ccc(C)cc2)cc1	5	2.4	-7	28	-3	-41	23	-13	-9
CC1(C)Cc2cccc(OCC(=O)Nc3cc(C(F)(F)F)ccc3N3CCOCC3)c2O1	25	0.3	-2	-9	2	-3	0	30*	-3
Nc1ccccc1SCC(=O)N1CCc2ccccc21	-21	-0.4	-10	4	10	-8	-2	9	-2
CCN(c1ccccc1)S(=O)(=O)c1cc(C(=O)NCc2ccco2)ccc1C	13	1.2	-5	-3	6	-6	-1	-12	-3
COc1ccc(/C=N/OCC(=O)N2CCCC2)c(OC)c1	-6	0.1	-12	0	0	4	-6	3	-4
COC(=O)c1ccc2nc(-c3ccc(OC)c(OC)c3)c(Cc3ccc(OC)cc3C)n2c1	-25	-0.5	.	-1	3	.	-18	-1	-3
O=C(CCNC(=O)c1ccccc1)NNC(=O)COc1ccccc1Cl	-8	0.1	-6	-14	1	-20	-1	10	-2
O=C(Nc1ccc(N2C(=O)C3C4C=CC(C4)C3C2=O)cc1Cl)c1cccs1 (stereo not drawn)	0	0.4	-16	0	8	2	7	-5	-3
CC(C)(C)C(=O)Nc1ccc(-c2cn3ccsc3n2)cc1	3	0.3	-8	17	1	-9	15	-5	-4
Cc1cccnc1NC(=O)CCc1c[nH]c2ccccc12	-2	-0.1	-14	-33	5	-10	-1	24*	2
CCOC(=O)c1nc(Nc2ccc(N3CCOCC3)cc2)c2ccccc2n1	1	1.9	-3	9	5	-13	3	-5	-3
COc1ccc(OCC(=O)N2CCc3c([nH]c4ccccc34)C2c2ccccn2)cc1 (stereo not drawn)	-11	1.0	-12	26	9	-11	-1	-11	-7
COC(=O)c1sc(NC(=O)c2ccc([N+](=O)[O-])o2)c(C#N)c1C	0	8.3	-9	-20	3	9	-15	7	9
CC1CN(C(=O)c2ccc(-c3cccc(C(F)(F)F)c3)o2)CC(C)O1 (stereo not drawn)	-7	-0.4	1	-1	-2	-19	-43	9	2
COc1ccc(C)cc1NC(=O)CSc1nnc2ccc(-c3ccccn3)nn12	-1	0.4	-2	13	3	-27	1	0	-5
O=C(Cn1cc(C(F)(F)F)cc(Cl)c1=O)Nc1cc(Cl)cc(Cl)c1	-5	0.7	-11	18	6	4	22	-19	-1
Cc1cc(C(=O)OCC(=O)N2c3ccccc3NC(=O)C2(C)C)c(C)n1-c1ccccc1	9	2.4	-11	2	11	-26	29	1	-2
Cc1c(NC(=O)N2CCCCCC2)c(=O)n(-c2ccccc2)n1C	-15	1.7	-4	15	3	-6	16	0	0
O=C(O)c1ccc2c(c1)c1c3n2CCNC3CCC1 (stereo not drawn)	-7	1.5	-11	16	3	-2	6	-6	-2
CC(C)(C)OC(=O)C[C@H]1C/C=C\C[C@@H](CC(=O)NCCO)C(=O)N[C@H](Cc2ccccc2)COC1=O	-15	0.5	-4	18	3	0	5	-19	-5
CC(=O)n1ccnc1	-16	0.4	-1	2	1	9	-9	0	-1
NS(=O)(=O)c1cccc(NS(=O)(=O)c2ccc(/C=C/C(=O)OCC(=O)c3ccc(Br)cc3)cc2)c1	-13	0.6	-2	-1	4	25*	12	-3	1
O=C(CN1c2cccc3cccc(c23)S1(=O)=O)NCc1ccc(F)cc1	-11	0.7	-5	5	5	-20	10	-14	-6
CCOc1ccc(C(=O)Nc2c(C(=O)N3CCC(N4CCCCC4)CC3)oc3ccccc23)cc1	-8	0.4	-4	10	1	-18	-27	2	-4
CC1CN(N=Cc2ccc([N+](=O)[O-])o2)C(=N)O1 (stereo not drawn)	-4	0.1	.	-9	1	.	-10	-7	-2
O=C(NC(=S)NCc1cccnc1)c1ccccc1F	-4	-0.2	0	-24	4	-3	-17	-17	-3
Cc1[nH]c(-c2ccc(F)cc2)cc1C(=O)N1CCN(c2ccccc2)CC1	-20	3.6	.	22	1	.	-3	-19	-1
Cc1ccc(-n2c(C)cc(C(=O)COC(=O)c3ccc[nH]c3=O)c2C)cc1	-3	0.4	-1	26	1	5	1	-13	-8
Cc1ccc(-n2nc3c(c2NC(=O)c2c(-c4ccccc4Cl)noc2C)CS(=O)(=O)C3)c(C)c1	-17	1.4	-6	4	7	-14	3	-14	-3
COc1ccc(S(=O)(=O)c2c(O)c3ccc(C(=O)Nc4ccc(F)cc4F)cc3[nH]c2=O)cc1	-5	0.1	0	-5	0	0	3	-5	-1
CC1C(=O)N(Cc2cn(CCC3OCCCO3)nn2)CCS(=O)(=O)N1Cc1ccc(-c2ccc(Cl)nc2)cc1 (stereo not drawn)	-12	2.0	.	17	1	.	-13	-9	-6
CC(C)C1Oc2ccccc2N(CC(=O)N(C)C2CCCCC2)C1=O (stereo not drawn)	20	2.6	-4	-8	9	-17	-6	-9	-5
COc1ccc(OC)c2c1sc(=NC(=O)c1cccc(N3C(=O)CCC3=O)c1)n2C	-12	1.1	-3	18	3	-11	-3	-8	-1
O=C(COC(=O)c1cc2ccccc2cc1O)NCc1ccccc1	-9	0.6	-8	5	87*	11	83*	-7	1
CCOc1ccc(OCCC(=O)N2CCN(S(=O)(=O)c3cccc(F)c3)CC2)cc1	-1	2.0	-7	20	0	-10	5	6	-4
Cc1[nH]nc2c1C(c1c[nH]c3ccccc13)C(C#N)=C(N)O2 (stereo not drawn)	-13	0.1	1	7	8	-11	-26	-10	-5
O=C(CSc1nncn1-c1ccccc1F)NC1CC1	-9	0.1	4	2	2	-8	-23	0	-1
CCOC(=O)c1cnc2ccc(OCC)cc2c1N1CCN(C)CC1	-1	1.2	-2	21	-1	-15	11	-14	-3
O=S(=O)(Nc1ccc(S(=O)(=O)N2CCCCC2)cc1)c1ccc(Br)s1	-12	2.7	-8	1	11	-13	0	0	2
CN(Cc1cccc(C(F)(F)F)c1)C(=O)C1CCC(=O)N(CC2CCCCC2)C1 (stereo not drawn)	-9	1.2	-3	16	-3	-18	-25	-2	-4
CC(=O)Nc1ccc(NC(=O)C(C)OC(=O)C2CCN(S(=O)(=O)c3ccccc3C(F)(F)F)CC2)cc1 (stereo not drawn)	-15	3.7	.	18	5	.	-3	-11	-2
CCNC(=O)c1sccc1-n1cccc1	-29	0.3	-2	8	16	-15	-9	-15	-2
CCOC(=O)C1=C2c3cc(OC)c(OC)cc3CC(C)(C)N2C(=O)C1=O	-7	-0.6	-2	15	-2	-11	-12	1	-10
CN(Cc1ccccc1)C(=O)Cn1c(=O)oc2cc(S(=O)(=O)NCc3ccccc3)ccc21	8	11	-11	8	18	7	43	-1	9
CCCn1c2c(c(O)c(C(=O)Nc3ccc(OC)cc3)c1=O)CCCC2	-9	-0.4	0	-5	3	-1	14	10	0
CCN(CC)C(=O)C(=O)Nc1ccc(OC)c(Cl)c1	-7	0.4	1	15	1	9	-6	-12	6
Cc1nnc(NCCc2ccccc2)n(N)c1=O	-18	0.0	-4	3	3	10	-10	-5	-4
O=C(COC(=O)c1cc(S(=O)(=O)N2CCOCC2)ccc1F)NCc1ccc2c(c1)OCO2	-11	0.4	0	9	3	-15	-5	-14	-2
CCOC(=O)N1CCC(N2CCCC(C(=O)c3cc(F)ccc3OC)C2)CC1 (stereo not drawn)	6	-0.8	-16	8	10	-9	-8	2	-2
CCOc1ccccc1N/C(=C(/C(Cl)=C(Cl)Cl)[N+](=O)[O-])n1cncn1	14	0.8	4	7	-1	-18	-3	-22	-5
COC(=O)[C@H]1[C@H]2C[C@@H]3c4[nH]c5cc(OC)ccc5c4CCN3C[C@H]2C[C@@H](OC(=O)/C=C/c2cc(OC)c(OC)c(OC)c2)[C@@H]1OC	-26	3.1	-4	30	4	-10	2	-7	0
O=S1(=O)CC(N2CCCCC2)C(N2CCCCC2)C1 (stereo not drawn)	-19	0.6	2	14	0	1	2	-12	-2
CC(=O)Oc1ccc(/C=C2/Oc3ccccc3C2=O)cc1	1	3.2	-9	13	1	49*	-17	-6	-3
O=C1CCCCC1C(Nc1ccc(Cl)cc1)c1ccccc1 (stereo not drawn)	14	1.1	-8	11	11	-24	68*	-3	-1
